FBW7 act: activators of human E3 ligase FBW7 | 650,000 compounds, 0.13% hits | AlphaScreen FBW7–phospho-cyclin E peptide binding, activator screen | Q969H0 | normalized activity (activation), % at 26.1 µM; in the data active = normalized activity above about 1.9%;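 note: purified mutant Fbw7 with reduced substrate affinity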
Target sequence (Q969H0 whole entry, looked up): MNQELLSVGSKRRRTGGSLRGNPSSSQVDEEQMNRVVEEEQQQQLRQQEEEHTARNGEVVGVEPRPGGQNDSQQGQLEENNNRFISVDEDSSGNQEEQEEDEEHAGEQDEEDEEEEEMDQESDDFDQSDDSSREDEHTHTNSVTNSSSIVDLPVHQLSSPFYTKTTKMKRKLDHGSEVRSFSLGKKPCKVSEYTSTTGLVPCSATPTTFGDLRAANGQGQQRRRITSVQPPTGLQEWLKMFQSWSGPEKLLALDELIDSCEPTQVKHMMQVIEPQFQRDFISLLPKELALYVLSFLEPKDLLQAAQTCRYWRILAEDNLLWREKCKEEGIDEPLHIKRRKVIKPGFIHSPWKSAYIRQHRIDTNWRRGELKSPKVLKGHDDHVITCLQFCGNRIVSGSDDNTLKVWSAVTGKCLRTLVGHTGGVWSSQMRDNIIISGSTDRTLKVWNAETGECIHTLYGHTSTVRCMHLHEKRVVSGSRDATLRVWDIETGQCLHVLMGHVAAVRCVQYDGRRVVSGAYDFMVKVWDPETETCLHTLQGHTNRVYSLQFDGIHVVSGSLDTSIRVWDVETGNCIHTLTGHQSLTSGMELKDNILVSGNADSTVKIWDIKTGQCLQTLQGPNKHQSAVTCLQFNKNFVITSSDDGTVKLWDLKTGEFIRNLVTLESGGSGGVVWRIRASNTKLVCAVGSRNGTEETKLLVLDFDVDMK
MITF inh: blocks human microphthalmia-associated transcription factor. inhibition, % at 2.6 µM. 650,000 compounds, 0.91% hits. AlphaScreen MITF homodimerization, bead proximity signal. AID 1259374. O75030; in the data active = inhibition above about 50%;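 note: 0% = vehicle wells with protein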
GPR151 activ: activators of human GPR151. PathHunter beta-arrestin GPR151 cells, luminescence. 650,000 compounds, 1% hits. activation, % at 11.2 µM. AID 1508602; in the data active = activation above about 4.9%;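 note: 0% = median of compound wells and 100% = cells with positive control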
TEAD-YAP block: TEAD-YAP interaction inhibition; HEK-TIYL cells, TEAD-Gal4/YAP UAS-luciferase luminescence; inhibition, % at 9.12 µM; 640,000 compounds, 1.4% hits; AID 1259422; in the data active = inhibition above about 32%;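 note: 0% = median of test compound wells and 100% = reference inhibitor wells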
Starred values were filed as active, the others as inactive. No enrichment for hits; 3.5% or so of the library scored in one or more.

Molecule	FBW7 act	MITF inh	GPR151 activ	TEAD-YAP block
CCOC(=O)C1=C(C)Nc2nc(SCC)nn2C1c1ccc(OC)cc1 (stereo unspecified)	-0.1	5.0	0.5	1.4
O=c1[nH]cnc2scc(-c3ccc([N+](=O)[O-])cc3)c12	-0.1	6.6	0.3	2.0
CN(C)CCNC(=O)c1ccccc1Cl	0.1	5.3	0.0	3.5
OCC1CCCN1c1nc(NCc2cccc(C(F)(F)F)c2)c2ncn(-c3ccccc3)c2n1 (stereo unspecified)	0.2	2.8	0.6	3.6
CCCCC(=O)NC(=S)NNC(=O)COc1ccc(OC)cc1	0.0	3.7	-0.9	-4.8
CCN1C(=O)S/C(=C/c2cc(OC)c3c(c2)OCO3)C1=O	0.2	10.1	1.9	-6.8
CS(=O)(=O)N1CCN(C(=O)COc2ccc(Br)cc2Cl)CC1	-0.1	-2.2	4.1	6.7
CC1=C(C(=O)Nc2ccc(F)cc2C)C2(CCCCC2)OC1=O	1.3	8.4	-0.4	-17.1
O=C(Nc1ccccc1-c1ccccc1)c1ccc2c(c1)C(=O)N(Cc1cccnc1)C2=O	0.5	24.0	-0.5	8.4
CCc1cc2c(NC(CCSC)C(=O)O)ncnc2s1 (stereo unspecified)	0.2	33.6	0.0	2.0
CC(C)=CCN1CCN(Cc2cnc(C)s2)CC1CCO (stereo unspecified)	0.0	-4.0	0.0	-5.1
CN(CC(=O)O/N=C(\N)c1ccccn1)S(=O)(=O)c1ccccc1	-0.4	-8.1	-0.6	-2.3
O=C(NCCCNc1ccc([N+](=O)[O-])cc1Cl)c1ccccc1Cl	0.0	7.7	0.1	8.0
Cc1ccc(NC(=O)CSc2nc3cc(C(=O)NCC4CCCO4)ccc3c(=O)n2CC2CCCO2)cc1 (stereo unspecified)	-0.1	0.9	0.7	11.9
O=[N+]([O-])c1c(NCCO)cc(Nc2ccc3c(c2)OCCO3)c2nonc12	-0.3	5.4	0.5	15.1
Nc1nc2n(n1)C(c1ccccc1)CC(c1ccccc1Cl)N2 (stereo unspecified)	-0.1	13.8	0.7	-0.3
CCOC(=O)c1c(NC(=O)C(C)Oc2ccc(Cl)cc2Cl)sc(C(C)=O)c1C (stereo unspecified)	-0.1	3.1	0.6	-1.0
CCc1ccccc1NC(=O)c1cc(S(=O)(=O)NC2CCCCC2C)ccc1F (stereo unspecified)	0.2	-1.3	1.0	-4.5
Cc1c(NC(=O)c2ccc3c(c2)OCCO3)cccc1-c1nc2ncccc2o1	0.0	-3.9	-0.1	-1.5
Cc1[nH]c2ccccc2c1Cc1nnc(SCC(N)=O)o1	0.0	0.3	0.0	-10.1
Clc1ccc(Cl)c2sc(N3CCOCC3)nc12	-0.2	-11.7	0.3	-12.8
CC(C)CSc1nnc(CNC(=O)CSc2ccccn2)n1C	-0.1	0.0	0.3	-4.8
CCN1c2ncccc2C(=O)NC12CCN(C(=O)c1cccnc1)CC2	-0.1	-1.8	0.1	-5.1
CN(C)CC#CC=C(c1ccccc1)c1ccccc1	0.4	-0.4	-0.8	-0.3
CCCCNC(=O)C(=O)NCCOc1ccccc1	-0.1	-13.6	-0.9	20.0
CC(C)c1ccc(/C=N/NC(=O)CC(=O)NCc2ccccc2)cc1	0.2	1.4	0.5	3.2
CCCCn1c(=N)c(C#N)cc2c(=O)n3cccc(C)c3nc21	0.0	-7.5	1.9	-5.2
COC(=O)c1ccc(CSc2ncnc3c2cnn3-c2ccc(Cl)cc2)o1	0.0	8.2	0.1	-23.8
CC(=O)C1=C(C)OC(N)=C(C#N)C1c1cccc(Cl)c1Cl (stereo unspecified)	0.0	-0.3	-1.5	-8.5
CN1CCc2c(sc(NC(=O)c3ccc(S(=O)(=O)N4CC5(C)CC4CC(C)(C)C5)cc3)c2C(N)=O)C1 (stereo unspecified)	0.3	14.2	-0.7	5.0
COc1ccc(Nc2ncnc3c2c(-c2ccccc2)cn3-c2ccccc2)cc1Cl	-0.1	-2.8	2.0	1.1
Cn1c(SCC(=O)N2CCCC2)nnc1-c1ccc(NC(=O)/C=C/c2ccccc2)cc1	0.3	-13.3	1.5	5.8
Cc1ccc2nc3c(cc(C(=O)NC4CCCC4)c(=N)n3CC3CCCO3)c(=O)n2c1 (stereo unspecified)	0.1	-2.3	-0.8	-5.2
C=CCNC(=O)C1CC=CCC1C(=O)Nc1ccccc1[N+](=O)[O-] (stereo unspecified)	0.0	13.7	0.0	5.7
CC1CCN(CCCNC(=O)CCNC(=O)Cn2cnc3ccccc3c2=O)CC1	0.0	-12.4	-0.5	-8.7
C=CCn1c(=O)c2ccccc2n2c(SCC(=O)N3C(C)CCCC3C)nnc12 (stereo unspecified)	0.1	11.6	0.1	14.8
Fc1cccc(NC(=S)NCc2ccncc2)c1	-0.3	-12.9	-0.8	7.6
CC(C)(C)c1ccc(NC(=O)COC(=O)c2ccc[nH]c2=O)cc1	0.0	-3.7	-0.8	0.5
CC(C)N(CCNc1cc(Nc2nc3ccccc3n2C)nc(N)n1)C(C)C	-0.2	-24.2	-1.0	-10.9
CCOC(=O)c1cc(C)sc1NC(=S)NC(=O)c1ccccc1	-0.1	-11.2	-0.3	-4.5
O=C(CSc1nnc(NCc2ccccc2)s1)c1ccc[nH]1	-0.1	-11.1	-0.9	-42.0
CCNC(=S)N1CCN(CCN=Cc2c(O)[nH]c(=O)[nH]c2=O)CC1	0.1	-7.3	0.6	0.5
Cc1ccc(Cc2nc3c(nnn3Cn3nnc(-c4ccccc4)n3)c(=O)[nH]2)cc1	0.1	11.0	0.3	4.2
COc1ccc(-c2noc(N3CCC(C(N)=O)CC3)n2)cc1OC	0.1	-0.1	-0.2	3.9
Cc1ccc(NC(=O)C(=O)NCCCO)cc1Cl	0.1	15.7	-0.6	-62.8
CN1C(=O)/C(=C/c2cccc3ccccc23)SC1=S	-0.2	1.9	0.5	8.2
COc1ccc(C2=NC3(CCCCCC3)N(CC(=O)Nc3ccccc3)C2=O)cc1	0.1	6.5	0.4	-5.8
CC(=O)N1CCc2cc(-c3nc(NC(=O)c4c(F)cccc4F)sc3C)ccc21	0.1	0.5	-0.2	-0.6
COc1ccc(Cl)cc1NC(=O)c1cccc(C)c1[N+](=O)[O-]	0.1	5.3	-0.4	0.8
Cc1ccnc(NC(=O)CSc2nnc3c4ccccc4n(C(C)C)c3n2)c1	0.0	-3.7	-2.3	-21.3
CC1CCCC(NC(=O)CN2CCN(Cc3ccc(F)cc3Cl)C2=O)C1C (stereo unspecified)	0.0	7.6	-1.0	0.7
CCOC(=O)c1cccc(NC(=O)Cc2cccc3ccccc23)c1	0.4	11.7	1.1	2.3
CS(=O)(=O)c1ccc(-c2noc(C3CCNCC3)n2)cc1	-0.2	-5.0	1.0	1.8
Cc1nc(CCNC(=O)c2ccc(Cl)cc2)cs1	-0.2	-10.8	-1.1	-41.8
O=C(O)C1C2C=CC(C2)C1C(=O)N1CCc2ccccc2C1 (stereo unspecified)	0.0	-0.9	4.5	-2.6
O=C(c1ccc(NS(=O)(=O)c2ccc(-c3ccccc3)cc2)cc1)N1CCOCC1	0.0	5.6	1.2	-2.8

Further structures
Molecule	FBW7 act	MITF inh	GPR151 activ	TEAD-YAP block
O=C(Nc1ccccc1)c1ccc2nc(Nc3ccncc3)sc2c1	0.0	11.6	0.8	-26.2
NC(=O)c1ccc(CNS(=O)(=O)c2cc(C(F)(F)F)ccc2Cl)cc1	-0.1	-8.2	1.2	5.5
CCCOc1ccc(CC(=O)NCCc2ccccc2)cc1OC	0.1	14.3	-0.7	5.9
O=C1NCCCCC1NC(=S)Nc1ccccc1 (stereo unspecified)	-0.6	2.5	-0.7	-3.6
O=C(CSc1nnc2sc3ccccc3n12)Nc1ccccc1	0.1	17.6	-0.5	-10.8
Cc1noc(C)c1C(=O)NC1(c2ccc(F)cc2)CCCC1	-0.1	-9.7	-0.4	-6.7
O=C(COc1ccccc1)NCCSCc1ccc(Cl)cc1	-0.1	5.2	-0.2	-1.8
COc1cccc(NC(=O)c2cccn(OCc3ccccc3F)c2=O)c1	0.1	-30.0	6.2*	-16.7
COc1ccc(N2C(=S)N=C(Nc3cc(Cl)ccc3C)C23CCCCC3)cc1	-0.1	13.7	0.4	19.9
OCCN1CCN(C2CCN(Cc3cc(Br)ccc3O)CC2)CC1	0.0	53.2*	0.0	-11.0
CCOC(=O)N1CCN(C(=O)CNC(=O)c2nn(-c3ccc(OC)cc3OC)c(=O)c3ccccc23)CC1	-0.1	2.6	5.3*	-10.6
CCSCCOC(=O)C1=C(C)NC2=C(C(=O)CC(c3ccccc3)C2)C1c1cc2c(cc1Br)OCO2 (stereo unspecified)	-0.1	-11.8	-0.3	16.2
COc1cccc(OCCCOc2ccccc2OC)c1	0.1	-6.2	-0.1	3.2
O=C(Nc1ccccc1C(F)(F)F)c1ccc(F)c(S(=O)(=O)N2CCc3ccccc3C2)c1	-0.1	2.7	0.6	-0.8
CCN1C(=C(C#N)C#N)C=Cc2cc(C)ccc21	-0.1	-5.9	-0.1	-7.0
CC(=O)N1CCN(c2ncnc3nc[nH]c23)CC1	0.5	11.4	-1.1	-10.6
CCCCCCCCCS(=O)(=O)N/N=C/c1ccc(O)cc1O	0.1	-4.0	0.6	4.7
Cc1cc(Cl)ccc1OCC(=O)Nc1ccc(S(=O)(=O)N2CCc3ccccc32)cc1	0.0	-13.6	1.3	-10.8
CCc1ccccc1N(C(=O)c1cc(OC)c(OC)c(OC)c1)C1C=CS(=O)(=O)C1 (stereo unspecified)	0.0	-1.3	0.1	-3.1
CC(C)NC(=O)c1ccccc1NS(=O)(=O)Cc1ccccc1	0.8	13.8	0.4	15.0
Cc1nc(N2CCN(C(=O)c3ccccc3)CC2)c2oc3ccccc3c2n1	0.1	2.1	1.7	-8.8
CC[C@@H](Cn1ncc2ccccc2c1=O)NC(=O)Cn1nc(C)c2ccccc2c1=O	-0.1	-4.4	0.2	-3.7
COC(=O)c1ccccc1NC(=O)c1cc(S(=O)(=O)N2CCc3ccccc32)cn1C	0.2	16.5	0.5	-2.0
O=c1c2cccc3cccc(c32)c2nc3cc([N+](=O)[O-])ccc3n12	-0.1	-10.0	0.5	-3.3
Cc1ccc(C(=O)COC(=O)C(CCCCN2C(=O)C3C4C=CC(C4)C3C2=O)N2C(=O)C3C4C=CC(C4)C3C2=O)cc1C (stereo unspecified)	-0.1	2.8	-0.9	14.6
Cc1[nH]c2ccccc2c1CCNC(=O)/C(=C/c1ccc2c(c1)OCO2)NC(=O)c1ccccc1	0.0	7.3	1.2	-2.4
CCN(CC)C(=O)C1CCCN(c2nc(Nc3ccc(N4CCOCC4)cc3)c3ncn(CCN4CCCC4=O)c3n2)C1 (stereo unspecified)	-0.5	1.6	-3.2	4.0
O=C(NCCN1CCOCC1)c1ccnc(-n2ncc3cc(Nc4ccccc4Cl)ccc32)c1	0.1	5.4	0.5	22.6
O=C(Cn1ncc2c(Cl)cccc21)NCc1ccccc1F	0.0	6.0	-1.0	-12.9
CNC(=S)Nc1cc(S(=O)(=O)N(C)C)ccc1C	0.2	2.9	-0.1	6.4
COc1ccc(NC(=O)NC2(C(=O)N3CCCC3)CCCCC2)cc1	0.0	9.8	0.7	-6.3
Cc1ccc(S(=O)(=O)N2CCOCC2)cc1C(=O)NC(=S)N1CC(C)CC(C)C1 (stereo unspecified)	-0.1	-7.8	3.0	12.4
CC(C)c1ccc(NC(=O)C(=O)NC(C)c2ccccc2)cc1 (stereo unspecified)	0.0	3.5	2.2	8.3
COCCNCCOc1cc(C)c(Cl)c(C)c1	0.0	30.3	0.8	-1.9
Cc1sc2nc(CSc3ccccc3)nc(NCCCn3ccnc3)c2c1C	-0.1	6.5	2.9	-4.4
COc1ccc(-c2nn(-c3ccccc3)cc2C2CC(c3ccc(Cl)cc3)=NN2c2ccccc2)cc1OC (stereo unspecified)	-0.5	2.9	0.2	3.6
CCCCCn1c(SCc2cccc(Cl)c2)nc2cc(C(=O)N3CCN(c4ccccc4)CC3)ccc2c1=O	-0.1	-3.4	0.0	-3.7

High-throughput results: PubChem, The Scripps Research Institute Molecular Screening Center
